Abeta yeast res = qHTS for compounds that reverse cellular toxicity of Amyloid beta (A-beta) peptide in yeast: Primary Screen; yeast expressing A-beta42, growth rescue, OD600, 48 h; response scale: 0% DMSO, 100% iron-clioquinol control; Potency, µM (titrated, usually from 46.1 µM), for inactives: at the highest dose growth rescue, most hits filed as activators; AID 1347071, 2019; actives 0.063% (n = 410,000); also: potency is read from the fitted curve at half-maximal effect; nearly all actives have a fitted effect of over 55% in size
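Yeast A-beta toxicity model in growth medium with pinned compounds, 48 h at 30 C; growth read as absorbance at 600 nm. Normalized to FeCl3/clioquinol equimolar mix (positive) and DMSO (negative).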
TDP-43 yeast inh = qHTS of TDP-43 Inhibitors | TDP-43 expressing yeast growth rescue, BacTiter-Glo, 24 h | AID 652104, 2013 | Potency, µM (titrated, usually from 46.1 µM), for the others: top-dose growth rescue (activation), most hits filed as activators | actives 1.8% (n = 410,000); also: potency is read from the fitted curve at half-maximal effect; % of control where 0% means no effect; nearly all actives have a fitted effect of over 50% in size
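Galactose-induced TDP-43 yeast, OD600=0.02, compound pinned; 24 hr, 30 deg C; BacTiter-Glo luminescence for growth. Inhibitors of TDP-43 toxicity read as activators.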
D3 antag = qHTS of D3 Dopamine Receptor Antagonist: qHTS | D3R cells, DiscoveRx beta-arrestin luminescence, antagonist mode; stronger effect = lower value | max response, negative = inhibition, % | actives 2.5% (n = 360,000) | AID 652054, 2013; in the data active = max response below about -50%; inconclusive = no clear call, values can overlap the other calls; also: % is scaled to controls: 0 for no effect and ±100 for the full control effect; mostly tested at two doses, the higher about 12 µM
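Cells plated overnight at 1500 cells/well, then exposed to library compounds with dopamine controls for 90 minutes at 37 degrees C. DiscoveRx reagent added for 30–60 minutes at room temperature; luminescence read, quantitative HTS format.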
GLP1R ag = qHTS of GLP-1 Receptor Agonists; Glucagon-like peptide 1 receptor (Homo sapiens), P43220; HEK293 GLP-1R CRE-luciferase, luminescence, 4-6 h; cells express a hypersensitive GLP-1R form; Potency, µM (top dose mostly 45.6 µM), for the others: at the highest dose activation, actives largely listed as activators; actives 0.007% (n = 380,000); AID 624172, 2012; also: potency is read from the fitted curve at half-maximal effect; % of control where 0% means no effect
Target sequence (P43220 whole entry, looked up): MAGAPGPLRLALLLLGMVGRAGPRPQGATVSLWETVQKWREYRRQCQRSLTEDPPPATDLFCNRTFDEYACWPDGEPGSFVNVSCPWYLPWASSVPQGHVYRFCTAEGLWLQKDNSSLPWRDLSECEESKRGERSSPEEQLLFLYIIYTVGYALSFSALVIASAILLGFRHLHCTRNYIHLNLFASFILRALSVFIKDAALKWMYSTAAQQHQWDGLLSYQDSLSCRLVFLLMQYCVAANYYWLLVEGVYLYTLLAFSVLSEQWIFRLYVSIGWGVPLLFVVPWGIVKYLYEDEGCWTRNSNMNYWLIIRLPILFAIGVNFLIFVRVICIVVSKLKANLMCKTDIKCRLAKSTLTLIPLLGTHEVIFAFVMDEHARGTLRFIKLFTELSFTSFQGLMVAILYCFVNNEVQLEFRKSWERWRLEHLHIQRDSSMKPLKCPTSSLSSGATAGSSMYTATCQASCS
Akt phos inh = HTS Assay for Inhibitors of Akt Phophorylation: Primary Screen. actives 0.32% (n = 360,000). Neuro2A IGF-stimulated pAkt S473 HTRF, 20 min; stronger effect = lower value. activity change, % for hits at 50 µM; in the data active = activity change below about -80%; inconclusive = mostly about -51% to -80%; also: % is scaled to controls: 0 for no effect and ±100 for the full control effect
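Single-point screen (50 µM final compound) in Neuro2A cells stimulated 20 min with 6 nM IGF at 37 deg C. After lysis, Ser473-phosphorylated Akt read by HTRF (ex 330 nm, em 615/665 nm) as the 665/615 ratio.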
aSyn rescue = qHTS of alpha-syn Inhibitors; Yeast expressing alpha-synuclein, growth rescue, BacTiter-Glo, 24 h; Potency, µM (titrated, usually from 46.1 µM), inactives show at the top dose growth rescue (activation), usual class: activators; actives 0.14% (n = 370,000); AID 652106, 2013; also: potency is read from the fitted curve at half-maximal effect; % of control where 0% means no effect; nearly all actives have a fitted effect of over 65% in size
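Screening used galactose-induced yeast with toxic alpha-synuclein levels, exposed to compound for 24 hr at 30 deg C. Cell growth, read with BacTiter-Glo luminescence, gave the measured signal.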
FUS suppressor = qHTS for Suppressors of FUS Proteinopathy: Primary screen using FUS-linked yeast assay. S. cerevisiae FUS-expressing, growth rescue, OD600, 24 h. Potency, µM (doses to about 76.6 µM), for the others: top-dose growth rescue (activation), most hits filed as activators. actives 0.24% (n = 390,000). AID 1347120, 2019;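 also: potency is read from the fitted curve at half-maximal effect; plate controls were DMSO vehicle for no effect and reference control for full effect; nearly all actives have a fitted effect of over 55% in size; some results filed as inactive show a strong effect at the top dose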
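Absorbance at 600 nm, taken 24hr after compound addition, measured rescue of FUS-yeast growth at 30C. Induction used 2% galactose with seeding at OD 0.005. Controls: CP55940 from 92uM final, DMSO only.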
PTHR1 agonist = qHTS for PTHR1 Agonists: Primary Screen. Parathyroid hormone/parathyroid hormone-related peptide receptor (Homo sapiens), Q03431. HEK293 GP2 PTHR1 cells, GloSensor cAMP luminescence, 1 h. Potency, µM (highest dose often 115 µM), without a hit: at the highest dose activation, most hits filed as activators. actives 0.075% (n = 410,000). AID 743266, 2014; also: potency is read from the fitted curve at half-maximal effect; nearly all actives have a fitted effect of over 55% in size; some results filed as inactive show a strong effect at the top dose; inactives centre near -15; many of its hits are not listed in these tables
Target sequence (Q03431 whole entry, looked up): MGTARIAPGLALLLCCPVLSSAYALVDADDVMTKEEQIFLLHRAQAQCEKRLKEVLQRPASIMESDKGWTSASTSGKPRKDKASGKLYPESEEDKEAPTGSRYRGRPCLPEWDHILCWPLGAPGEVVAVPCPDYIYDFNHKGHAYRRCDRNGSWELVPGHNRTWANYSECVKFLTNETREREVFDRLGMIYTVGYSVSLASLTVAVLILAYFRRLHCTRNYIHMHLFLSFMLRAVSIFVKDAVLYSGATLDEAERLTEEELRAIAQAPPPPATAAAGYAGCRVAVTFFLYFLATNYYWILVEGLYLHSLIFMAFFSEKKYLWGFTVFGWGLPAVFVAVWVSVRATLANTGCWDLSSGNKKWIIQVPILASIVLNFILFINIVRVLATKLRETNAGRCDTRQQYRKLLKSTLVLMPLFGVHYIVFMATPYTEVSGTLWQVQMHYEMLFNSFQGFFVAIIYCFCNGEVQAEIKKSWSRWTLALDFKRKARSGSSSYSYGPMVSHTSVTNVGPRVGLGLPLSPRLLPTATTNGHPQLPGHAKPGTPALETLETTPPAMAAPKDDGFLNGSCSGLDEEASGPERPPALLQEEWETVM
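HEK-293-derived GP2 cells expressing PTHR1 and a GloSensor cAMP reporter, 3,000/well, plated overnight, given luciferin plus IBMX (each 0.5 mM as added) for 1 h at 37 °C, then compound for 1 h at 37 °C. Luminescence was read after 15 min at room temperature.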
GLP1R inv ag = qHTS of GLP-1 Receptor Inverse Agonists (Inhibition Mode); HEK293 GLP-1R CRE-luciferase, luminescence, 24 h; GLP-1R form is constitutively active; actives 1.6% (n = 410,000); Glucagon-like peptide 1 receptor (Homo sapiens), P43220; AID 624417, 2012; Potency, µM (series often up to 38.3 µM), inactives show at the top dose activity change, negative = inhibition, hits mostly inhibitors; also: potency is read from the fitted curve at half-maximal effect; % is scaled to controls: 0 for no effect and ±100 for the full control effect; nearly all actives have a fitted effect of over 55% in size
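Stable HEK293 clone (constitutively active GLP-1R + cAMP-response luciferase); 200 cells/uL plated, 12 h pre-culture, compound 24 hr, 37 deg C/5% CO2; detection reagent 12 min RT; luminescence.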
An asterisk follows results filed as active; i = inactive; ? = inconclusive; . = not tested or not shown; [ ] = remark or other dose. Unless noted, calls follow the shape of the dose curve; as a rule, active = well fitted curve in the direction sought with a large enough effect; inconclusive = small, poorly fitted or top-dose-only effect, or another doubt; inactive = no such curve, though single readings can be large; an effect the other way counts as inactive or inconclusive. The list is partial; count on the stated rates, not on these rows.

SMILES	Abeta yeast res	TDP-43 yeast inh	D3 antag	GLP1R ag	Akt phos inh	aSyn rescue	FUS suppressor	PTHR1 agonist	GLP1R inv ag
COc1cccc(CNC(=O)Cn2ccc([N+](=O)[O-])n2)c1	-8.9%	9.5%	-14.5	3.3%	i	-8.2%	-12.1%	?	4.3%
COc1ccc(NC(=O)COC(=O)C2CC(=O)N(Cc3ccc(C)cc3)C2)cc1 (stereo unspecified)	2.2%	15.2%	-4.0	-0.4%	i	-3.5%	14.8%	-18.3%	6.3%
O=C(Nc1ccc2oc(=O)ccc2c1)c1cc([N+](=O)[O-])ccc1N1CCOCC1	1.1%	-9.9%	16.2	16.3%	i	4.3%	18.2%	-0.4%	-4.9%
CCN(C[C@H]1N[C@@](Cc2ccccc2)(C(=O)OC)[C@H]2C(=O)N(C)C(=O)[C@@H]12)C(=O)COC	-5.3%	-2.6%	-8.6	-4.3%	i	-1.6%	-3.5%	12.8%	10.2%
Cc1cc(C)c2c(N)c(S(=O)(=O)Cc3ccccc3)sc2n1	16.2%	?	17.9	6.4%	i	14.7%	4.7%	-11.0%[57.5 µM]	14.5%
Cc1sc2ncn(CC(=O)NCCCC(=O)N3CCN(Cc4ccc5c(c4)OCO5)CC3)c(=O)c2c1C	20.8%	3.6%	7.4	0.3%	i	1.1%	8.2%	-32.7%	20.0%[7.66 µM]
CCOC(=O)N1CCC(N2CCN(S(=O)(=O)c3ccc([N+](=O)[O-])cc3)CC2)CC1	-1.6%	1.9%	14.3	-2.3%	i	2.3%	-25.8%	i	-27.4%
Cc1n[nH]c(=S)n1/N=C/c1ccccc1	12.2%	-6.4%	-8.5	-15.7%	i	5.8%	.	i	0.0%
CN(C)c1ccc(C=Cc2ccnc3c(O)cccc23)cc1	0.0%	29.9%	21.9	8.4%	i	-9.6%	-25.5%	i	6.0%
C/C(=N/NC(=O)CN1CCN(Cc2ccccc2)CC1)c1ccc([N+](=O)[O-])cc1	-4.8%	-17.9%[1.82 µM]	12.9	24.3%	i	2.4%	11.6%	i	-13.7%

Pulled by compound from the entries so far:
SMILES	Abeta yeast res	TDP-43 yeast inh	D3 antag	GLP1R ag	Akt phos inh	aSyn rescue	FUS suppressor	PTHR1 agonist	GLP1R inv ag
COc1ccc(NC(=O)COC(=O)C2CC(=O)N(Cc3ccc(C)cc3)C2)cc1 (stereo unspecified)	2.2%	15.2%	-4.0	-0.4%	i	-3.5%	14.8%	-18.3%	6.3%
CCOC(=O)N1CCC(N2CCN(S(=O)(=O)c3ccc([N+](=O)[O-])cc3)CC2)CC1	-1.6%	1.9%	14.3	-2.3%	i	2.3%	-25.8%	i	-27.4%

(next part)
SMILES	Abeta yeast res	TDP-43 yeast inh	D3 antag	GLP1R ag	Akt phos inh	aSyn rescue	FUS suppressor	PTHR1 agonist	GLP1R inv ag
CCC(C)[C@H](NC(=O)OC(C)(C)C)c1nnc(SCc2c(C)[nH]c(=O)[nH]c2=O)o1 (stereo partly specified)	-6.4%	-13.9%	-7.4	2.1%	i	0.2%	18.6%	i	0.8%
Cc1c(C#N)c2ccccc2n1CC(=O)NCC1CCCO1 (stereo unspecified)	12.6%	-14.1%	6.5	-5.3%	.	-2.8%	17.6%	-19.4%[57.5 µM]	7.3%
Cc1ccnc(NC(=O)c2cccc3ccccc23)c1	23.8%	4.9%	-1.9	4.3%	i	-3.9%	9.4%	?	-28.4%
CCc1ccc(NC(=O)CC2C(=O)N(c3cccc(OC)c3)C(=O)N2C2CCCC2)cc1 (stereo unspecified)	-4.4%	-19.4%	.	.	.	.	?	-32.3%[inhibitor]	?
CC(C)CC(C(=O)Nn1cnnc1)N1C(=O)c2ccccc2C1=O (stereo unspecified)	-6.1%	-24.5%	-8.4	-11.8%	i	3.3%	7.1%	-1.8%[57.5 µM]	3.3%
CO/N=C/c1ccc(Sc2ccccc2N)c([N+](=O)[O-])c1	?	20µM*	-11.1	16.6%	i	6.6%	17.1%	i	?
CC(=O)c1cccc(-c2csc3ncnc(Sc4nnnn4C)c23)c1	-18.2%	.	.	-21.8%	.	.	17.7%	-48.3%[inhibitor]	.
CCCOc1ccc(C(=O)N2CCCc3ccccc32)cc1	-4.3%	11.2µM*	-11.8	12.8%	.	.	5.7%	-22.3%	-14.8%
CC(C)NC(=O)c1ccc(OC2CSC2)cc1	2.0%	2.9%	7.7	-8.7%	i	-5.1%	3.2%	i	0.3%
C[C@@H](NC(=O)[C@@H]1Cc2ccccc2CN1C(=O)OC(C)(C)C)C(=O)NCC1CCCO1 (stereo partly specified)	-13.0%	-17.4%	3.2	-4.9%	i	-1.0%	20.3%	17.7%	0.2%
Cc1cccc(N2CCN(C(=S)c3ccc(-c4ccccc4[N+](=O)[O-])o3)CC2)c1	-11.7%	-5.2%	19.6	7.8%	i	-13.0%	24.5%	-31.2%[inhibitor]	?
Cc1ccc(NC(=O)CN2C(=O)NC(Cc3ccccc3)C2=O)cc1 (stereo unspecified)	-11.4%	-1.7%	8.2	1.3%	i	-3.6%	-12.9%	i	-1.0%
Fc1ccc(NC(=S)N2CCCC(c3ccccc3)=N2)cc1	-3.9%	0.0%	-10.3	22.4%	i	-0.5%	-11.1%	-12.0%	?
CNC(=S)NNC(=O)c1cccn(Cc2cccc(Cl)c2)c1=O	17.4%	?	26.8	-6.5%	i	-0.1%	13.9%	-6.7%[57.5 µM]	1.9%
O=C(CSc1ncccn1)Nc1ccc(N2CCOCC2)cc1	11.9%	9.7%	?	7.5%	i	0.1%	-5.7%	i	0.2%
COc1ccc(NC(=O)C(Sc2nnc(-c3ccncc3)n2-c2ccccc2C)c2ccccc2)cc1Cl (stereo unspecified)	-11.7%	-12.3%	0.0	4.8%	i	0.4%	.	i	-9.4%
O=c1ccc(/C=C/c2ccccc2)nn1Cc1ccc(F)cc1	-63.9%[inhibitor]	?	8.5	15.2%	i	2.3%	38.0%	-10.6%	?
COc1ccc(NC(=O)c2cc3ccccc3o2)cc1	-6.5%	-1.5%	0.0	8.0%	i	-7.7%	2.0%	-21.7%[57.5 µM]	-28.2%
COc1cccc(C2NC(=O)c3ccccc3O2)c1OCc1ccccc1F (stereo unspecified)	17.7%	13.1%	11.5	-1.6%	i	1.9%	1.2%	i	-7.6%[0.307 µM]
Cc1cccc(NC(=O)c2cccnc2)c1	7.1%	7.7%	16.3	-5.9%	i	8.0%	4.2%	-0.5%	-0.2%
CCOC(=O)CSc1nc(=O)n2ccc(C)cc2n1	0.8%	-22.4%	-23.0	5.0%	i	-4.3%	9.3%	-10.2%	12.3%
C=CCNC(=O)C1COc2ccccc2O1 (stereo unspecified)	-4.1%	-13.6%	2.2	2.1%	i	1.3%	-10.8%	-3.0%	3.1%
CCOC(=O)c1cn(-c2nc(-c3ccc(Cl)c(Cl)c3)cs2)c2c(F)c(N3CCOCC3)c(F)cc2c1=O	20.6%	?	11.1	-6.0%	i	0.7%	6.5%	-8.4%	6.9%
CCNC(=O)c1cc2ccccc2o1	2.0%	-6.8%	29.0	2.0%	i	9.0%	.	i	0.0%
O=C(c1ccc2c(c1)CCN2S(=O)(=O)c1ccccc1)N1CCN(c2ccccc2)CC1	0.0%	13.6%	12.0	30.3%	i	6.4%	32.8%	-29.0%	2.2%
Cc1ccc(NS(=O)(=O)c2c(C)noc2C)cc1	13.3%	15.0%	8.8	5.5%	i	7.0%	-1.4%	i	-24.7%
Cc1ccc(OCC(=O)Nn2cnnc2)c(Br)c1	-11.2%	-18.3%	12.6	-0.2%	i	6.1%	2.0%	-10.7%[57.5 µM]	-1.5%
CC(C)OC(=O)CSc1nnc2n1C(C)(C)Cc1ccccc1-2	-13.7%	18.3%	-18.7	-0.1%	i	-5.8%	11.2%	i	-11.7%
COc1cccc(C(=O)O)c1OS(=O)(=O)c1ccc(C)cc1	-3.0%	10.6%	-17.4	-3.1%	i	-5.4%	-27.8%	i	2.7%
O=C(CSCC(=O)N1CCN(c2ccccc2)CC1)Nc1nc(-c2ccc(Cl)s2)cs1	-6.1%	21.8%	20.0	-2.8%	i	1.2%	-3.4%	-30.5%[inhibitor]	-4.7%
Cc1cccc2cc(C(c3nnnn3C3CCCC3)N3CCOCC3)c(=O)[nH]c12 (stereo unspecified)	5.3%	-1.8%	1.3	-7.4%	i	9.4%	16.0%	-0.7%[57.5 µM]	0.0%
COc1ccccc1CN1C[C@@H]2C[C@@H](c3[nH]c4c(C)cccc4c3C)N3CCC[C@@]23C1=O	-0.3%	-6.7%	23.9	-3.9%	i	-0.2%	-4.0%	-28.5%	?
Cc1ccc2c(CC(=O)NC3CCCc4ccccc43)coc2c1 (stereo unspecified)	16.9%	10.7%	-23.2	13.6%	i	1.5%	5.8%	-19.6%	?
O=C(NCCN1CCN(c2cccc(Cl)c2)CC1)C1CCCN(S(=O)(=O)c2cnc[nH]2)C1 (stereo unspecified)	11.1%	20.8%	-85.7*	-3.9%	i	3.0%	-6.8%	-4.9%	-24.6%
COc1cccc(NC(=O)CSc2nnc(NC(=O)c3ccco3)s2)c1	-0.8%	14.9%	-10.1	-2.5%	i	-0.1%	.	-0.4%	-13.4%
Cc1ccn2cc(CCNC(=O)c3ccc(Br)o3)nc2c1	-6.9%	9.3%	-22.1	-2.9%	i	0.8%	-21.3%	-23.5%	11.0%
Cc1ncc(CO)c2cc(C(=O)Nc3cccc(F)c3)c(=Nc3cccc(C(N)=O)c3)oc12	-2.6%	10.5%	28.7	2.2%	i	-4.0%	-9.0%	i	13.2%
